EBI2 antag – antagonists of human EBI2 receptor. EBI2 beta-arrestin recruitment, luminescence, 7a,25-OHC stimulated. actives 0.81% (n = 360,000). inhibition, % at 5 µM. AID 651636; in the data active means inhibition above about 38%;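 further: enzyme fragment complementation signal reports receptor beta-arrestin coupling in cells; 0% = agonist plus DMSO wells and 100% = wells without agonist; some results beyond the cut were filed as inactive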
Target sequence (P32249 whole entry, looked up, the tested form may be a part): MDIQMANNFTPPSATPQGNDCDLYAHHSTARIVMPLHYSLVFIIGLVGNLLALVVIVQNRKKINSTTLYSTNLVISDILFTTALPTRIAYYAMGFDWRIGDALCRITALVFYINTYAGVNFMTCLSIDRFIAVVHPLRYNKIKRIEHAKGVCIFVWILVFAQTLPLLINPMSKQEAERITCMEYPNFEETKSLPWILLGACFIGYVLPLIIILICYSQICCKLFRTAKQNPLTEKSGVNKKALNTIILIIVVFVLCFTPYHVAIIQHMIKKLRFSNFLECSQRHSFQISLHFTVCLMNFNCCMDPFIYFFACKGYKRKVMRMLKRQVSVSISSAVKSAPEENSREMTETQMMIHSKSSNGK
Gli-Sufu block – antagonists of Gli-Sufu signaling; Sufu-KO-LIGHT fibroblasts, Gli luciferase reporter luminescence; inhibition, % at 5 µM; actives 0.74% (n = 340,000); AID 588413;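 active means inhibition above about 55%, limit read from the data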;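 further: 0% = DMSO-treated cells and 100% = wells with medium but no cells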
Jurkat NFkB inh – inhibitors of the PMA/ionomycin-induced NF-kB reporter in Jurkat cells; actives 0.53% (n = 330,000); inhibition, % at 4 µM; AID 435003; PMA/ionomycin-induced NF-kB luciferase reporter, luminescence
Apaf-1 inh – inhibitors of human Apaf-1 apoptosome | O14727 | reconstituted apoptosome caspase-3 activity, DEVD-Rh110 fluorescence | inhibition, % at 20 µM | actives 0.71% (n = 330,000); active means inhibition of at least 40% at 20 µM;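 further: plate controls were DMSO wells for no effect and DEVD-CHO caspase inhibitor wells for full effect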
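System – cell-free apoptosome with Apaf-1, procaspase-3 and caspase-9 · Buffer or medium – pH 7.5 Hepes buffer with CHAPS, BSA, DTT · Also added – cytochrome c with DEVD-Rh110 · Times – 30 min compound preincubation, 50 min activation, room temperature · Technique – Rh110 fluorescence intensity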
SENP8 inh – blocks the human protease SENP8 | Q96LD8 | purified SENP8, Z-RLRGG-aminoluciferin cleavage, luminescence | inhibition, % at 10 µM | actives 1.2% (n = 330,000)
Target sequence (Q96LD8 whole entry, looked up): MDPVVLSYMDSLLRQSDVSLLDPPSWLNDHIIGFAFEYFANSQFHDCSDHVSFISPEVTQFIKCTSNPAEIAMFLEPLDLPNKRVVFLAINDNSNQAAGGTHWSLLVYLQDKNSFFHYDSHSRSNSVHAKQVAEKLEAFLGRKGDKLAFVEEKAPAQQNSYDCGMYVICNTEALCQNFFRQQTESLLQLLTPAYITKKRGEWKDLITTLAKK
UBC13 polyUb – inhibitors of human UBC13 polyubiquitin chain formation; P61088; actives 0.47% (n = 330,000); TR-FRET; AID 485273; inhibition, % at 20 µM; in the data active means inhibition above about 45%, passing the limit was not always enough
Target sequence (P61088 whole entry, looked up): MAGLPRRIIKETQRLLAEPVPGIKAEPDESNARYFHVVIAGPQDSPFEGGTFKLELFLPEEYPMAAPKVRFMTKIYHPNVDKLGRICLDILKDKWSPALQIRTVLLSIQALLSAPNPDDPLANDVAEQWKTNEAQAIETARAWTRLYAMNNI
CCR6 antag – CCR6 (human) receptor antagonism; P51684; CHO-K1 CCR6 PathHunter beta-arrestin, luminescence, CCL20-stimulated; inhibition, % at 20 µM; actives 0.49% (n = 340,000); AID 493098;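 active means compounds whose inhibition of the agonist-driven luminescence signal at 20 µM reaches about 50%, limit read from the data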;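 further: cells stimulated with CCL20 at 14 nM final; plate controls were DMSO with CCL20 for no effect and DMSO without agonist for full effect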
Target sequence (P51684 whole entry, looked up): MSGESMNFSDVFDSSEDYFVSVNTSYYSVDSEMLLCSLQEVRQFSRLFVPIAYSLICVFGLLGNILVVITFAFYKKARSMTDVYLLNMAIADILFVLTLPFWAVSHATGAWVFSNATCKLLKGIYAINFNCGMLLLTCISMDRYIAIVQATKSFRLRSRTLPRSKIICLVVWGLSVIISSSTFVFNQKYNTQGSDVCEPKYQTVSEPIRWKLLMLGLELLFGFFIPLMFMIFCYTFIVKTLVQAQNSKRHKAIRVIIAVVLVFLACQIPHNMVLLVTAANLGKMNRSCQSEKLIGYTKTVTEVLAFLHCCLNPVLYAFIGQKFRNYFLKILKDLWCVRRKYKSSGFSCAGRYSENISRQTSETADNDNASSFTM
697 NFkB inh – lowers PMA/ionomycin-induced NF-kB signal in 697 B cells. 697 B-cell NF-kB luciferase reporter, 16 h. inhibition, % at 4 µM. actives 0.33% (n = 330,000). AID 435022; in the data active means inhibition above about 35%
* = called active by the depositor; i = inactive; x = no result given. Unless noted, no stated cut-off is given here; in the data, active means inhibition above about 50%; inactive means the rest. These rows are one share of the data, so the mix of outcomes need not match the whole.

molecule | EBI2 antag | Gli-Sufu block | Jurkat NFkB inh | Apaf-1 inh | SENP8 inh | UBC13 polyUb | CCR6 antag | 697 NFkB inh
CCOC(=O)C1(CCc2ccccc2)CCN(Cc2cccc3c2OCO3)CC1 | 27.1 | 47.8 | 17.2 | 1.1 | 0.5 | 2.8 | 2.8 | -28.5
CC[C@H](C)[C@@H]1O[C@@]2(C=CC1C)CC1C[C@@H](CC=C(C)C(O[C@H]3CC(OC)C(O[C@H]4CC(OC)C(O)C(C)O4)C(C)O3)C(C)C=CC=C3CO[C@@H]4C(O)C(C)=C[C@@H](C(=O)O1)[C@]34O)O2 (stereo partly drawn) | x | x | 10.4 | 30.3 | -7.1 | 4.6 | x | -1.2
Cc1cccnc1-n1c(C)nc2ccccc2c1=O | -4.0 | -5.8 | -8.0 | -1.6 | 3.8 | 7.9 | -23.4 | 11.6
COc1ccc(C(=O)N2CCOCC2)cc1S(=O)(=O)N1CCC(C)CC1 | 0.3 | -29.1 | -2.1 | 1.7 | -3.0 | 8.7 | 6.9 | 13.0
CN1CCN(c2ccc3c(c2)S(=O)(=O)c2ccccc2C3=O)CC1 | -7.1 | -42.5 | -104.5 | 14.4 | -15.8 | -5.8 | 6.5 | -50.2
CCN(CC)C(=O)c1ccc(NC(=O)c2ccc(-n3cncn3)c([N+](=O)[O-])c2)cc1 | 2.8 | -4.3 | -23.2 | 9.9 | -6.4 | -8.2 | -0.3 | -5.3
Cc1ccc(CN2CCN(C)CC2)c(C)c1 | 4.0 | 3.7 | 15.5 | -2.9 | 2.5 | 2.3 | 7.5 | 21.9
FC(F)(F)c1cccc(-n2nnnc2C2(N3CCOCC3)CCCCC2)c1 | -0.7 | 12.9 | -20.4 | -3.1 | 5.6 | -10.7 | 4.3 | 11.7
O=S(=O)(NC1CCCC1)OCC(Cl)(Cl)Cl | -6.9 | -1.4 | 11.7 | -4.7 | -6.6 | 7.9 | 10.8 | 7.7
OC(CNC1CCCCCCC1)c1ccccc1 (stereo not drawn) | x | x | -3.3 | -1.0 | 3.6 | 1.6 | x | -3.7

(more compounds)
molecule | EBI2 antag | Gli-Sufu block | Jurkat NFkB inh | Apaf-1 inh | SENP8 inh | UBC13 polyUb | CCR6 antag | 697 NFkB inh
COc1ccc(CCNC2CCCCCC2)cc1 | 9.2 | 13.8 | 9.3 | 0.9 | -8.6 | -5.8 | 11.1 | -26.7
CCN(CC)S(=O)(=O)c1ccc(C(=O)NC2CN3CCC2CC3)cc1 (stereo not drawn) | -2.3 | -41.5 | -0.6 | 3.6 | -8.3 | 2.6 | 2.6 | -8.2
Nc1nnc(P(c2ccccc2)c2ccccc2)s1 | 14.5 | -0.5 | -3.7 | 13.6 | -5.2 | -4.3 | 20.0 | -13.7
COCCNC(=O)CN1C(=O)CN=C(c2ccccc2)c2ccccc21 | -5.2 | 3.7 | 7.9 | -13.2 | -1.0 | 5.6 | 15.6 | 6.6
O=C1NC(=O)C(=Cc2ccc(Oc3ccc([N+](=O)[O-])cc3)cc2)C(=O)N1 | -3.3 | -4.6 | -4.6 | 42.8* | -1.2 | -17.3 | -0.6 | 13.9
CCOc1ccc(-n2c(O)c(C=Nc3ccc(N(CC)CC)cc3)c(=O)[nH]c2=O)cc1 | 0.4 | 97.4* | 10.5 | 13.3 | -5.7 | -30.2 | -2.0 | -33.3
CCCCC12CNCC(C)(CNC1)C2=O | 1.7 | -0.9 | -8.2 | -29.6 | 3.6 | 4.6 | -12.0 | 17.0
OCc1cnc[nH]1 | 0.8 | -7.7 | 0.0 | 8.6 | -5.9 | -10.2 | 2.8 | -11.5
O=C(C[N+]12CCC(CC1)C(C(O)(c1ccccc1)c1ccccc1)C2)c1ccc(Br)cc1 (stereo not drawn) | 1.1 | 10.0 | 13.7 | -8.9 | 2.4 | 14.4 | 15.5 | -1.7
COC(=O)C1=C(c2ccccc2)C[C@@H]2CC[C@H]1N2C | -7.5 | -7.5 | -9.6 | 3.3 | -8.8 | -3.1 | -1.5 | 6.1

The list continues.
molecule | EBI2 antag | Gli-Sufu block | Jurkat NFkB inh | Apaf-1 inh | SENP8 inh | UBC13 polyUb | CCR6 antag | 697 NFkB inh
OC1/C(=C/c2ccc(F)cc2)N2CCC1CC2 (stereo not drawn) | -6.5 | -2.8 | 4.3 | 1.4 | 10.1 | -11.2 | 10.1 | -9.7
CN1C(C(=O)N2CCC3(CC2)OCCO3)=CC(c2ccc(F)cc2)=NS1(=O)=O | -2.1 | 15.0 | 3.1 | 0.8 | 3.7 | -3.1 | 0.7 | -13.6
COC(=O)C1=C(c2ccc(OC(F)(F)F)cc2)C[C@@H]2CC[C@H]1N2C(=O)NCCc1ccccc1 | 5.8 | -2.2 | -8.3 | 21.0 | 3.7 | 2.5 | 14.0 | -14.6
O=P1(NCCCn2cc[n+](Cc3nc4ccccc4[nH]3)c2)C=C(c2ccccc2)OC(c2ccccc2)=C1 | -1.4 | 10.0 | -4.3 | 2.0 | -5.9 | 8.8 | 10.2 | 6.2
CCC(NC(=O)OC(C)(C)C)C(=O)Oc1cc(C)cc2oc(=O)c3c(c12)CCC3 (stereo not drawn) | 8.5 | 6.6 | 17.6 | 7.3 | -1.6 | -0.7 | 12.6 | -12.4
CCOc1ccc(NC(=O)c2c(C)nn(Cc3ccccc3)c2Cl)cc1 | -4.7 | 6.6 | -5.5 | -2.8 | -0.6 | -3.4 | 16.3 | -22.5
COC(=O)C1=C(c2cccc(OC)c2OC)C[C@@H]2CC[C@H]1N2C(=O)NCCCOC(C)C | 6.0 | 3.6 | 20.1 | -8.8 | 7.4 | -0.4 | 7.6 | 1.1
Cc1nnc2ccc(-c3cccc(C(F)(F)F)c3)nn12 | -1.5 | -1.3 | -3.5 | -1.4 | -0.8 | 6.8 | 2.9 | -19.7
CCOC(=O)N(CC)c1ccc(C(O)(C(=O)OCC)C(F)(F)F)cc1 (stereo not drawn) | -14.6 | 2.9 | 2.7 | 1.8 | -2.4 | 1.6 | -8.5 | -40.2
O=[N+]([O-])c1ccc(C[n+]2c(-c3ccccc3)cc(-c3ccccc3)cc2-c2ccccc2)cc1 | -3.9 | 28.2 | -1.3 | 18.9 | -11.5 | 18.3 | 11.8 | -92.3

The list continues.
molecule | EBI2 antag | Gli-Sufu block | Jurkat NFkB inh | Apaf-1 inh | SENP8 inh | UBC13 polyUb | CCR6 antag | 697 NFkB inh
Cc1ccc(-n2cc(CNC(C)Cc3cnccn3)c(-c3cccc(C)c3)n2)cc1 (stereo not drawn) | -12.7 | 6.0 | -9.0 | 5.2 | -2.7 | 1.2 | 10.1 | -10.5
Cc1ccc(N2C(=O)CC(=O)NC2=O)cc1Cl | -6.0 | 5.0 | 5.9 | -7.1 | -7.5 | 1.4 | -4.0 | 1.0
CCC1CCCCN1P(=O)(c1ccc(C)o1)C(C)(C)C (stereo not drawn) | 3.0 | -1.3 | -5.5 | -11.9 | 3.1 | 6.9 | 17.3 | 4.7
Cc1cc(C(=O)OCC(=O)Nc2ccccc2F)c(C)n1C1CC1 | -2.6 | -25.2 | -30.1 | 10.1 | -18.2 | 5.6 | 9.1 | 8.3
CCOC(=O)c1c(-n2c(C)cc(C=C3C(=O)NC(=O)NC3=O)c2C)sc2c1CCCC2 | 13.2 | 4.1 | -2.3 | 39.5 | -9.0 | -26.0 | 24.0 | -7.8
CCC(=NCCCN(CC)CC)c1c(O)n(-c2ccccc2)c(=O)[nH]c1=O | -6.1 | 4.6 | 14.2 | -11.5 | 1.7 | 7.0 | 2.7 | 2.3
CCN1CCN(C(=O)COc2ccc3c(c2)C(=O)CC2(CCN(C(C)=O)CC2)O3)CC1 | 8.5 | -2.1 | -18.9 | 3.5 | -3.9 | 2.3 | -6.2 | -5.7
COc1ccc2c(c1OC)CN1CCc3cc4c(cc3[C@H]1C2)OCO4 | 3.4 | 39.7 | 3.8 | 5.6 | 1.3 | 11.0 | -11.3 | -17.2
O=c1[nH]c(CN2CCNCC2)nc2ccccc12 | 1.2 | 3.1 | -24.1 | 1.7 | -7.1 | -1.0 | 10.8 | 3.3
CCC1CCCCN1CC(=O)c1ccc(OC(F)F)cc1 (stereo not drawn) | -1.1 | 2.7 | 8.2 | -4.9 | -4.1 | -5.3 | 24.5 | -15.9

More structures follow:
molecule | EBI2 antag | Gli-Sufu block | Jurkat NFkB inh | Apaf-1 inh | SENP8 inh | UBC13 polyUb | CCR6 antag | 697 NFkB inh
c1cc(C2N3CCCN2CC3)ccn1 (stereo not drawn) | -9.0 | 3.6 | -6.2 | 4.1 | -5.1 | -4.5 | 3.3 | -7.4
O=c1c2ccccc2nc(Cc2ccccc2)n1-c1ccccc1 | -0.5 | -21.6 | -27.4 | 4.1 | 8.0 | 0.5 | 10.6 | -17.3
CCOC(C(=O)OCC(O)CN(CC)CC)(c1ccccc1)c1ccccc1 (stereo not drawn) | 2.5 | -1.2 | -11.2 | 3.5 | 0.9 | 1.7 | 9.4 | -61.0
C[C@@H]1CC[C@@]2(NC1)O[C@H]1C[C@H]3[C@@H]4CC=C5C[C@@H](O)CC[C@]5(C)[C@H]4CC[C@]3(C)[C@H]1[C@@H]2C | -2.7 | 9.0 | -13.7 | 4.9 | -11.8 | 13.6 | -1.9 | -12.2
Nc1c(C(=O)NCCCc2ccccc2)c2nc3ccccc3nc2n1Cc1cccs1 | 30.0 | 2.4 | -1.1 | 83.8* | 45.5 | -2.7 | -0.8 | 10.5
O=C1NC(=O)C(=Cc2cn(CCOc3ccc4c(c3)OCO4)c3ccccc23)C(=O)N1 | -3.8 | 9.6 | -1.4 | 26.5 | -10.4 | -53.6 | -1.8 | -61.4
Cc1ccc(/C=C2\C(=O)NC(=O)N(CC3CCCO3)C2=O)s1 (stereo not drawn) | -4.8 | 2.6 | 7.4 | -0.3 | -2.4 | -11.0 | -1.9 | -11.6
C=CCn1c(O)c(C(C)=NCCN2CCN(C(=S)NC)CC2)c(=O)[nH]c1=O | -3.8 | -20.7 | 6.0 | -1.0 | 2.7 | -3.0 | -25.2 | 4.7
N#CC(C#N)=C(C#N)c1ccc(Nc2ccccc2)cc1 | -6.6 | 6.0 | -11.1 | 4.1 | -1.5 | -5.2 | 2.7 | 6.7
CN(C)c1ccc(/C=C/[N+](=O)[O-])cc1 | -6.0 | -33.3 | -32.0 | -6.6 | 2.3 | -162.4 | 44.9 | 2.8

In the list so far, these have a tert-butyl group.
molecule | EBI2 antag | Gli-Sufu block | Jurkat NFkB inh | Apaf-1 inh | SENP8 inh | UBC13 polyUb | CCR6 antag | 697 NFkB inh
CCC(NC(=O)OC(C)(C)C)C(=O)Oc1cc(C)cc2oc(=O)c3c(c12)CCC3 (stereo not drawn) | 8.5 | 6.6 | 17.6 | 7.3 | -1.6 | -0.7 | 12.6 | -12.4
CCC1CCCCN1P(=O)(c1ccc(C)o1)C(C)(C)C (stereo not drawn) | 3.0 | -1.3 | -5.5 | -11.9 | 3.1 | 6.9 | 17.3 | 4.7

Remaining list, next part:
molecule | EBI2 antag | Gli-Sufu block | Jurkat NFkB inh | Apaf-1 inh | SENP8 inh | UBC13 polyUb | CCR6 antag | 697 NFkB inh
C1=C(c2c[nH]c3ccccc23)CCNC1 | x | x | -21.8 | 10.0 | -7.6 | 96.2* | x | 10.2
COc1ccc(-c2nn(CCC#N)cc2C(=O)Nc2ccccc2)cc1OC | -5.4 | 1.6 | 6.5 | -5.4 | 7.5 | 6.5 | 9.2 | 6.0
CCN1C(=O)C(=Cc2ccc(N3CCOCC3)o2)C(=O)N(CC)C1=S | -11.9 | 2.4 | -2.7 | -31.6 | 5.4 | i | 14.4 | 6.6
CN1C2c3ccccc3C3C4c5ccccc5C(C31)C(C2[N+](=O)[O-])N4C (stereo not drawn) | 12.8 | 2.8 | 10.2 | 5.3 | 4.2 | -3.0 | 6.8 | 9.2
COc1ccc(C(=O)OC2CC[C@@]3(C)C4CCC5[C@]6(O)CC(O)[C@@]7(O)C(CN8CC(C)CCC8[C@@]7(C)O)[C@]6(O)C[C@@]53O[C@]24O)cc1OC (stereo partly drawn) | -14.1 | 3.0 | -23.1 | 7.7 | -2.3 | -2.2 | -4.1 | -7.4
c1cc(CNCCc2ccc3c(c2)OCO3)ccn1 | 2.2 | x | 19.6 | -6.2 | 0.3 | -2.6 | 3.7 | -1.4
COC(=O)C1=C(c2cccc(OC)c2OC)C[C@@H]2CC[C@H]1N2C(=O)NCc1cccc2ccccc12 | 1.7 | 2.3 | -0.7 | 17.3 | -1.9 | 12.5 | 11.4 | -5.8

Screening results from PubChem.
